# NALP1 inh: inhibitors of NALP1 inflammasome in yeast | S. cerevisiae NALP1/ASC/caspase-1 growth, X-gal OD620, 72 h | inhibition, % at 10 µM | 280,000 compounds, 0.61% hits | AID 2071; in the data active = inhibition mostly above about 24%, no sharp cut-off; inactive = mostly below about 32%; note: some compounds called inactive have numbers as strong as hits
# MEKK2 WT-MEK5: raises or lowers MEK5 binding to wildtype human MEKK2 PB1 domain | Q9Y2U5 | bead flow cytometry, Alexa488-MEK5 binding to MEKK2 WT; actives lie on both sides | binding response (% of control), % at 10 µM | 290,000 compounds, 1.1% hits; in the data active = binding response below about 67% or above about 130%
# PfM18AAP inh: PfM18AAP enzyme inhibition; inhibition, % at 7.35 µM; recombinant PfM18AAP, H-Glu-NHMec fluorogenic cleavage; 290,000 compounds, 1.2% hits;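 active = inhibition above the campaign mean inhibition over all tested compounds plus 3 SD, cut at about 28% in these data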;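 note: 0% = plate median of test compound wells and 100% = 2 mM ZnCl2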
# p-CIP stab down: lowers stability of the mouse p/CIP coactivator protein | decrease of EGFP signal, % at 10 µM | 290,000 compounds, 0.01% hits | AID 1984 | F442A p/CIP-EGFP cells, EGFP fluorescence, 16 h;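 active = EGFP signal decrease of at least 30% at 10 µM or well 3 SD below plate mean, unless failing retest; inactive = the rest, including hits failing retest or dose response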; note: some compounds called inactive have numbers as strong as hits; many of its hits are not listed in these tables
# Target sequence (Q05BA5 1-1403): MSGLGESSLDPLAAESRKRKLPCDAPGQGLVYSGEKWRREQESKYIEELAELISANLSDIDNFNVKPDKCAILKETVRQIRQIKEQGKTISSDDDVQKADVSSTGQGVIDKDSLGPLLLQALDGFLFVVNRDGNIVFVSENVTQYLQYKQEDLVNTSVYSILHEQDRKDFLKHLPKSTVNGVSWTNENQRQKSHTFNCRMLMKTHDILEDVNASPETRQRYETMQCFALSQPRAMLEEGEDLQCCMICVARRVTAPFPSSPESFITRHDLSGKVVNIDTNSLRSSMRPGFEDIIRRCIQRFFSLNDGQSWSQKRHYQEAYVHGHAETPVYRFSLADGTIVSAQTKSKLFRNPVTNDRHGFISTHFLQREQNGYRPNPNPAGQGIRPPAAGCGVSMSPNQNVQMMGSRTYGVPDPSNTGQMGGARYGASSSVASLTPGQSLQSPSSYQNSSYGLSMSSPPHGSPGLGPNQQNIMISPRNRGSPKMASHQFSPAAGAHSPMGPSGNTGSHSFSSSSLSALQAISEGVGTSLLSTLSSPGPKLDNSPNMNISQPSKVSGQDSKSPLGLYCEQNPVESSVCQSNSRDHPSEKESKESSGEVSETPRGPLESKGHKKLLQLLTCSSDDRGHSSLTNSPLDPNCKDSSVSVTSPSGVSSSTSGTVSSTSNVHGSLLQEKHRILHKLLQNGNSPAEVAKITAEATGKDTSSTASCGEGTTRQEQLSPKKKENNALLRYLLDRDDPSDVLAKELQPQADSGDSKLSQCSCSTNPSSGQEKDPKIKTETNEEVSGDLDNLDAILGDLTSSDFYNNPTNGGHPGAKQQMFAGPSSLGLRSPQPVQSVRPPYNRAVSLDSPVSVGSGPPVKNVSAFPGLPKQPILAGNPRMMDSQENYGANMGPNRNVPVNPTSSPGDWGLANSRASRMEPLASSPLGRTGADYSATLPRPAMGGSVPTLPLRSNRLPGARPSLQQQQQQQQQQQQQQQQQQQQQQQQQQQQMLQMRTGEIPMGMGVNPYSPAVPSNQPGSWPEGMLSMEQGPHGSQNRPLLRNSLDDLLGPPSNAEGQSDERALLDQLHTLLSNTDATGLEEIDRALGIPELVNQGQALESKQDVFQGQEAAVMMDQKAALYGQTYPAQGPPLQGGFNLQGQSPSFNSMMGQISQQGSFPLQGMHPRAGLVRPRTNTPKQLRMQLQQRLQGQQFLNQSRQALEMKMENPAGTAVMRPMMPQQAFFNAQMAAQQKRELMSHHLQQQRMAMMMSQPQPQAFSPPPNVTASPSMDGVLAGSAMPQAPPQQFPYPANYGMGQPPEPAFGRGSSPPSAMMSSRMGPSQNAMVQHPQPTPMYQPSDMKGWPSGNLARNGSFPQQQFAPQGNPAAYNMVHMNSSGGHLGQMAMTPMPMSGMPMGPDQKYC
# MEKK2mut PB1 HTS: signal of MEK5 binding to mutant human MEKK2 PB1 domain; 290,000 compounds, 0.35% hits; bead flow cytometry, Alexa488-MEK5 binding to MEKK2 mutant; AID 1530; percent response, % at 10 µM; in the data active = percent response above about 24%, passing the limit was not always enough; note: inactives centre near 1; some results filed as inactive read as strong as hits; reference of the scale not given here
# IDE inh: inhibits human insulin-degrading enzyme in HEK cells; FAbetaB cleavage, fluorescence polarization; inhibition, % at 5.59 µM; 320,000 compounds, 0.41% hits;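 active = percent inhibition above the average of all tested compounds plus 3 SD, set per screening campaign, cut at about 16% in these data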;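 note: IDE supplied by intact live HEK cells; FP after avidin binding of uncleaved biotin substrate so inhibition keeps polarization high; 0% = DMSO wells and 100% = 60 µM reference IDE inhibitor Ii1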
# UBC9 SUMO inh: SUMOylation inhibition; P63279; HTRF SUMOylation assay, SAE1/SAE2 + UBC9, in vitro; inhibition, % at 35 µM; 290,000 compounds, 0.36% hits; AID 2006; in the data active = inhibition above about 50%, passing the limit was not always enough; note: strong numbers were not always called active
# IDE cell activ: activators of human insulin-degrading enzyme in cells; HEK cells, FAbeta-B cleavage, fluorescence polarization; 0% vehicle, 100% cell-free pure enzyme wells; AID 493087; activation, % at 5.96 µM; 340,000 compounds, 0.073% hits; P14735;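 active = activation above the mean of all tested compounds plus 3 SD, set per screening campaign, cut at about 17% in these data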
# MEKK3 PB1 HTS: modulators (inhibitors or enhancers) of MEK5 binding to human MEKK3 PB1 domain | binding response (% of control), % at 10 µM | 290,000 compounds, 1.4% hits | bead-based flow cytometry, Alexa488-MEK5 binding to MEKK3; actives lie on both sides; 0 = blocked by unlabeled MEK5, 100 = vehicle;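 active = binding response more than 3 SD above or below the average of its plate-row segment, actives on both sides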;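 note: Alexa488 bead fluorescence after subtracting the streptavidin-only scavenger bead signal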
# Numbers without * were called inactive; x = not tested or not shown; [ ] = another dose, or the depositor's remark. An excerpt; count on the stated rates, not on these rows.
SMILES,NALP1 inh,MEKK2 WT-MEK5,PfM18AAP inh,p-CIP stab down,MEKK2mut PB1 HTS,IDE inh,UBC9 SUMO inh,IDE cell activ,MEKK3 PB1 HTS
CCOC(=O)Nc1cccc(OCC(=O)Nc2ccc(OC)cc2OC)c1,x,104,3,x,-2,3,x,3,108
Cc1ccc(-n2[nH]c(C)c(/C=N/NC(=O)c3ccc([N+](=O)[O-])cc3)c2=O)c(C)c1,1,99,-3,-3,-4,2,4,x,99
Cc1cccc(C)c1NC(=O)c1sc(N)nc1-c1ccccc1,-15,107,1,12,0,0,10,-3,110
COc1ccccc1-c1noc2ncnc(Nc3ccccc3C)c12,12,101,2,-2,-1,-2,-2,0,102
CCOc1ccc2nc(NC(=O)c3ccc(OCC4CCCO4)cc3)sc2c1 (stereo not drawn),36,119,4,-19,26,0,-4,4,103
Cc1ccc(-n2nc3c(N4CCC(C(=O)NCCc5ccccc5C)CC4)nnc(C)c3c2C)cc1,9,100,15,-13,3,0,-10,2,96
CN=c1scc(-c2ccc(Cl)cc2)n1C,28,108,1,4,-2,-5,5,-1,102
CCn1nc(C)c(Br)c1-c1nc(-c2ccc(C)cc2)no1,17,89,4,-10,-11,4,8,x,89
O=C1c2ccccc2NC(c2cnc3ccccc3n2)N1O (stereo not drawn),-23,98,12,6,11,2,38,2,100
O=C(C1CCCO1)N1CCC(O)(c2ccccc2)CC1 (stereo not drawn),10,112,1,-20,7,-4,12,4,106
Cc1ccc(S(=O)(=O)Nc2cc(C)cn(Cc3ccc(F)cc3)c2=O)cc1,3,81,12,-22,11,4,15,-2,97
CCCCOc1ccc(N(CC(=O)NC(C)(C)C)C(=O)CCC(=O)Nc2nccs2)cc1,-3,109,2,-9,7,4,3,-4,108
COc1ccc(NC(=O)NNC(=O)c2ccc(Cl)cc2Cl)cc1OC,28,106,5,-2,-2,0,10,2,110
CN1C(=O)CC(C(=O)Nc2ccc(F)cc2)SC1=Nc1ccc2c(c1)OCO2 (stereo not drawn),36,97,-5,-5,2,2,-16,-7,96
O=C1OC(c2ccc(F)cc2)=N/C1=C\C=C/c1ccccc1,-33,103,1,6,3,1,7,5,102
C=C1CCN(c2ccc(C(=O)NCc3ccccc3)cc2[N+](=O)[O-])CC1,21,93,-4,6,-8,3,-6,0,99
CC(Sc1cccc(C(F)(F)F)c1)C(=O)NC(N)=O (stereo not drawn),9,106,x,-109,-3,1,-6,2,108
Cc1ccc(SCC(=O)Nc2ccc(S(=O)(=O)Nc3nccs3)cc2)cc1,39,111,-6,6,20,-1,-1,3,102
CCOc1ccc2nc(NC(=O)C3CCN(S(=O)(=O)c4cnc[nH]4)CC3)sc2c1,5,95,-5,-3,-11,4,-2,-1,91
COc1ccc(N(CC(=O)N2CCc3ccccc3C2)S(=O)(=O)c2ccccc2)cc1,-3,94,-11,-13,-9,1,12,2,107
CCc1nnc(NC(=O)CSc2nnc(-c3ccccc3NC(=O)c3ccccc3)o2)s1,9,99,22,3,-5,-1,-1,5,90
c1ccc(-n2ncc3c2ncn2cnnc32)cc1,-11,104,2,0,5,5,2,-1,103
CC1(C2CC2)NC(=O)N(CC(=O)Nc2ccccc2-c2ccccc2)C1=O (stereo not drawn),9,96,-2,8,-8,-1,-7,-3,105
CC(=O)NCCNC(=O)c1oc2ccccc2c1CSc1ncn[nH]1,16,86,4,-11,-4,2,6,2,75*[inhibitor]
CCOc1ccc(-n2c(N)c(C(=O)NCC3CCCO3)sc2=S)cc1 (stereo not drawn),15,102,10,-22,5,2,9,-3,103
O=C(COC(=O)c1ccccc1NS(=O)(=O)c1cccs1)NCC12CC3CC(CC(C3)C1)C2,28,109,-1,-8,-1,2,-16,2,109
N#Cc1cccc(CS(=O)(=O)c2ccc(Cl)cc2)c1,27,105,-17,-1,0,5,-6,1,103
COc1ccc(-c2nn3c(COc4ccccc4)nnc3s2)cc1OC,-166,103,-8,14,2,6,19,1,107
CC(C)(C)OC(=O)N1CCC(Cc2cc(-c3ccc(Cl)cc3)no2)(C(=O)O)CC1,18,102,-6,8,3,-2,3,7,107
CC1=NN(c2ccccc2)C(=O)/C1=C\C=C\c1ccccc1,-3,102,5,-4,-1,4,4,x,99
Cc1ccc(NC(=S)N(CCC(C)C)C(C)c2ccncc2)c(Cl)c1 (stereo not drawn),x,105,3,-5,2,-5,18,7,107
CCOC(=O)N1CCN(S(=O)(=O)c2ccc(C(=O)N(CCN(C)C)c3nc4ccc(Cl)cc4s3)cc2)CC1,-3,121,1,-9,14,2,21,4,100
COc1ccc(Nc2cc(C)nc3ccc(OC)cc23)cc1,27,105,-14,-5,10,3,8,6,104
O=C(CCC1CCCC1)NNC(=O)c1cccc(Cl)c1,16,110,-9,6,9,0,17,-4,102
Cc1cc(-c2cccs2)n[nH]1,13,96,-3,-17,-2,-6,26,2,97
O=C(Cc1ccc(F)cc1)N1CCN(c2ccc([N+](=O)[O-])cc2)CC1,10,109,-2,2,5,x,-2,0,104
CC(C)N(C(=O)COC(=O)c1ccc(Cl)c(S(N)(=O)=O)c1)C(C)C,23,97,-1,-8,-1,8,22,-2,102
CCC(Cc1ccccc1)NC(=O)C1=C(C)C(=O)OC12CCC(C)CC2 (stereo not drawn),-15,98,3,1,-1,1,3,-1,101
COc1ccccc1N1CCN(S(=O)(=O)c2cc(-c3cc(C)no3)ccc2C(C)C)CC1,17,103,2,0,-1,-3,4,4,102
Cc1nc2ccc(Cl)cn2c1C(=O)NN,-2,83,-4,-15,-9,-2,18,-1,84
Nc1nonc1-c1nc2ccccc2n1Cc1ccc(F)cc1Cl,23,x,3,-18,x,-1,6,6,x
CC(=O)NCCc1ccc(S(=O)(=O)N(C)C2CCS(=O)(=O)C2)cc1 (stereo not drawn),-8,101,1,0,5,0,2,3,101
Cc1cc(C)cc(NC(=O)C2CCCN(c3ncccn3)C2)c1 (stereo not drawn),2,101,4,-1,0,-2,3,2,106
Cc1ccc(C(=O)NN2CCOCC2)cc1[N+](=O)[O-],5,106,-2,-17,3,1,9,-1,107
CCOC(=O)c1sc(NS(=O)(=O)c2cc(C)ccc2C)nc1C,13,107,0,0,2,-2,4,1,106
CCC(=O)N1CCc2cc(S(=O)(=O)N3CCN(c4cc(C)ccc4C)CC3)ccc21,-5,97,8,-5,1,1,2,-1,100
CCn1c(SCC(=O)Nc2sc(C)c(C)c2C#N)nnc1C1CC1,x,88,-9,0,-9,8,28,-1,90
O=C1CN(C(=O)CSc2nncn2-c2ccccc2)c2ccccc2N1,2,95,-1,-24,1,-1,8,0,98
COc1ccc2c(C)cc(N3CCN(Cc4ccccc4)CC3)nc2c1,19,111,-9,0,8,2,14,2,105
O=C(CNC(=O)c1ccccc1Cl)c1ccccc1,-2,101,2,5,1,3,-1,-1,96
# Next section
SMILES,NALP1 inh,MEKK2 WT-MEK5,PfM18AAP inh,p-CIP stab down,MEKK2mut PB1 HTS,IDE inh,UBC9 SUMO inh,IDE cell activ,MEKK3 PB1 HTS
CCOc1ccc(N2C(=O)C(CC(=O)Nc3ccc(F)cc3)N(Cc3ccccn3)C2=S)cc1 (stereo not drawn),3,97,7,10,0,5,-2,3,101
COCc1ccc(CN2CCC(n3nccc3NC(=O)C(OC)c3ccccc3)CC2)o1 (stereo not drawn),2,104,-2,5,3,5,-13,5,99
c1ccc(-c2ncnc3nc4n(c23)CCC4)cc1,-28,106,-7,-8,6,0,8,5,102
CC(=O)Nc1ccc(C(=O)OCCC(C)C)cc1,20,105,-1,-1,-2,2,10,-3,104
CCOC(=O)C1CC(c2ccc(Cl)cc2)=NNC1=O (stereo not drawn),-14,99,1,8,-4,2,-4,0,101
Cc1csc(NC(=O)c2ccccc2O)n1,26,108,-1,-4,4,2,11,4,105
ON(Cc1c(F)cccc1Cl)Cc1c(F)cccc1Cl,x,99,-7,-17,2,1,24,6,96
Cc1oc(-c2ccccc2Cl)nc1CS(=O)(=O)CC(=O)NCCc1ccccc1,2,101,3,-4,1,1,-12,7,103
O=C(CCc1ccc(S(=O)(=O)N2CCOCC2)cc1)Nc1ccc2c(c1)OCCO2,-1,86,4,-5,-16,0,12,10,80
Cc1cc(C)nc(NC(=O)c2c(Cl)cccc2Cl)n1,13,100,-13,2,-5,2,-2,6,102

# Filtered by structure: the compounds so far with an NH in an aromatic ring
SMILES,NALP1 inh,MEKK2 WT-MEK5,PfM18AAP inh,p-CIP stab down,MEKK2mut PB1 HTS,IDE inh,UBC9 SUMO inh,IDE cell activ,MEKK3 PB1 HTS
Cc1ccc(-n2[nH]c(C)c(/C=N/NC(=O)c3ccc([N+](=O)[O-])cc3)c2=O)c(C)c1,1,99,-3,-3,-4,2,4,x,99
CCOc1ccc2nc(NC(=O)C3CCN(S(=O)(=O)c4cnc[nH]4)CC3)sc2c1,5,95,-5,-3,-11,4,-2,-1,91
CC(=O)NCCNC(=O)c1oc2ccccc2c1CSc1ncn[nH]1,16,86,4,-11,-4,2,6,2,75*[inhibitor]
Cc1cc(-c2cccs2)n[nH]1,13,96,-3,-17,-2,-6,26,2,97

# Carrying on.
SMILES,NALP1 inh,MEKK2 WT-MEK5,PfM18AAP inh,p-CIP stab down,MEKK2mut PB1 HTS,IDE inh,UBC9 SUMO inh,IDE cell activ,MEKK3 PB1 HTS
O=C(O)CCCCCNC(=O)c1ccccc1,0,99,-7,3,6,-6,0,4,102
O=C(NC1CCCC1)c1cccc(Cl)c1,-7,105,-16,-2,1,2,9,-4,104
Cc1noc(C)c1COc1ccc2ccc(=O)oc2c1,-9,98,-7,-10,-2,-2,8,6,94
CCNC(=O)COC(=O)c1csc2c1CCCC2,32,100,0,-4,1,-3,-3,4,97
COC(=O)C1=C(CSCc2ccccc2)NC(=O)NC1c1cc(C)ccc1C (stereo not drawn),3,97,-1,-7,-2,-2,-4,0,98
Cc1ccc(-c2csc(NC(=O)c3cccc(N4C(=O)CCC4=O)c3)n2)o1,-5,107,-55,-9,17,6,18,0,107
COc1ccc(CCNC(=O)CS(=O)Cc2nc(-c3ccc(C)cc3)oc2C)cc1OC (stereo not drawn),20,108,-5,-16,5,6,12,0,103
COc1cc(OC)c(CN2CCC(CO)(CCOc3ccccc3)CC2)c(OC)c1,1,105,-9,-16,3,5,-5,5,107
CC(=O)c1ccc(NC(=S)NCCCn2ccnc2)cc1,3,106,5,-14,-3,-6,6,4,107
O=C(Nc1cccc(C(F)(F)F)c1)c1cccnc1,x,53,-6,4,-17,4,-12,6,73
COC(=O)Cc1[nH]n(-c2nc3ccccc3s2)c(=O)c1C(C)=Nc1ccc(Cl)cc1,x,82,-11,-7,-12,4,23,2,81
CCN(CC)S(=O)(=O)c1ccc(OC)c(NC(=O)CC2CCCC2)c1,18,98,-2,-2,-1,4,-2,0,103
Cc1nnc(SCC(=O)NCc2ccco2)n1-c1ccc(F)cc1,-9,97,4,-13,1,-2,-26,0,105
COc1ccc(OCC(=O)Nc2cccc3ncccc23)cc1,-3,102,6,6,17,4,0,5,99
C/C(=N\NC(=O)CN(c1ccc(Oc2ccccc2)cc1)S(C)(=O)=O)C(C)(C)C,10,98,-2,8,-3,4,7,1,101
CCOc1ccc(C(=O)NCC(=O)N2CCCC2)cc1,19,104,0,-5,0,4,14,1,104
CN(C)CCOc1ccc2c(c1)Sc1ccccc1CC2=O,29,101,-1,4,-1,12,34,4,96
COc1ccccc1N(C)S(=O)(=O)c1ccc(C(=O)N2CCC(C(N)=O)CC2)cc1,24,99,0,-1,1,-5,6,3,102
CCCc1cn(S(=O)(=O)c2ccc(OC)cc2OC)nc1N,x,102,-6,0,2,-2,-5,1,101
CCN(CC)c1ccc(C(=O)Nc2ccccc2)cc1[N+](=O)[O-],22,101,4,-8,-2,-1,5,3,102
